Compound activity from PubChem BioAssay.
Dengue virus CPE – antivirals protecting cells from dengue CPE – CPE readout, HTS (AID 540333); 10,000 tested, 3.1% active; Dengue virus CPE inhibition in host cells; active compounds read high; CPE inhibition, % at 20 µM; in the data active = CPE inhibition mostly above about 9.1%, no sharp cut-off; inactive = mostly below about 7.2%
* marks the source's active call; other numbers are inactive results; i = inactive.

entry	SMILES	Dengue virus CPE
1	O=C(N/N=C/c1ccc(Cl)c([N+](=O)[O-])c1)c1cnccn1	i
2	COc1ccc(CNC(=O)CCSCc2cccc(Cl)c2)cc1	i
3	Cc1c(Br)c(-c2n[nH]c(=S)n2Cc2ccco2)nn1C	0.5
4	CCOC(=O)C(C)/C(C)=N/NC(=O)c1cc2ccccc2cc1O (stereo not drawn)	i
5	CCNc1nc(NC(C)C)nc(N(n2cnnc2)S(=O)(=O)c2ccc(C)cc2)n1	0.3
6	CS(=O)(=O)Nc1cccc(C2=NN(C(=O)c3ccccc3Cl)C(c3ccccc3O)C2)c1 (stereo not drawn)	1.8
7	Cc1cccc(N=Nc2c(C)nn(-c3ccccc3)c2N)c1C	1.7
8	O=C(Cc1ccc(Cl)cc1)Nc1ccc(SC(F)F)cc1	0.2
9	COc1ccc2c(CC(=O)OCC(=O)Nc3sc4c(c3C#N)CCC(C)C4)coc2c1 (stereo not drawn)	i
10	CCCOc1ccc(NC(=O)C(=O)NCCCn2ccnc2)cc1	1.8
11	CN(C)c1ccc(C#Cc2ccc3cc(CCCO)oc(=O)c3c2)cc1	1.7
12	Fc1cccc2sc(Nc3nc4cc5c(cc4s3)OCO5)nc12	14*

Next entries follow.
entry	SMILES	Dengue virus CPE
13	COC(=O)C1(C)CN(S(=O)(=O)c2ccc(C)cc2)c2cc(OC)ccc2C1=O (stereo not drawn)	i
14	CC1CCCN(c2cc3c(cc2[N+](=O)[O-])C(=O)N(c2ccccc2)C3=O)C1 (stereo not drawn)	i
15	O=C(COC(=O)c1c2ccccc2cc2ccccc12)NCC(F)(F)F	0.5
16	COc1ccc([C@H]2CC(=O)C=C(c3cccc(C(C)C)c3)C2)cc1	4.3
17	CC(C)n1nnc2c(=O)oc3ccccc3c21	0.9
18	O=C1C=C(c2ccc(F)nc2)CCC1	0.1
19	CCCCC(=O)N/N=C/c1cc([N+](=O)[O-])ccc1N1CCOCC1	0.6
20	Cc1ccnc(NC(=O)CCCc2ccccc2)c1	i
21	Cc1ccc(CNC(=O)c2cnccn2)cc1	i
22	CCO[C@H]1OC(C(=O)O)=C[C@@H](c2ccccc2)[C@@H]1CCCO	i
23	COc1ccc(Cc2nnc(NC(=O)CSc3ccccc3)s2)cc1OC	i
24	N#Cc1c(NC(=O)C2CC(c3ccccc3O)=NO2)sc2c1CCC2 (stereo not drawn)	1.5

(continued)
entry	SMILES	Dengue virus CPE
25	COc1cc(-c2nc(-c3ccccc3)c(-c3ccc(F)cc3)[nH]2)cc2c1OCO2	1.1
26	COc1ccc(C(NC(=O)c2c(F)c(F)c(F)c(F)c2F)c2ccccc2)cc1 (stereo not drawn)	7.0
27	COc1ccc(OC2C(=O)N(c3cc(C)ccc3C)C2c2ccc(OC)c(OC)c2)cc1 (stereo not drawn)	1.8
28	COc1cc(NC(=O)COC(=O)/C=C/c2ccccc2Cl)cc(OC)c1	22*
29	NCCCC[C@@H]1NC(=O)[C@H](CCC(=O)O)NC(=O)c2cc([N+](=O)[O-])cc(I)c2NCC[C@@H](C(N)=O)NC1=O	i
30	CCOC(=O)C(=O)NC(C)CCc1ccccc1 (stereo not drawn)	0.9
31	COc1ccc(/C=C2\SC(=O)N(CCNC(=O)Cc3coc4cc(OC)ccc34)C2=O)cc1	1.6
32	COc1ccc2oc(-c3cccc(NC(=O)CSc4ccc(Cl)cc4)c3)nc2c1	0.6
33	O=[N+]([O-])c1ccc(O)c(/C=N/Nc2ccccn2)c1	0.1
34	Cc1cccc(N2CCN(c3ccc(N4C(=O)CCCC4=O)cc3[N+](=O)[O-])CC2C)c1 (stereo not drawn)	i
35	O=C(Nc1cccc(F)c1)c1cc(S(=O)(=O)NCCC2=CCCCC2)ccc1F	7.4
36	COc1cc(C=O)ccc1OCCCOc1ccccc1[N+](=O)[O-]	0.4

The results go on.
entry	SMILES	Dengue virus CPE
37	CCOC(=O)c1c(C)[nH]c(C(=O)CSc2nnc(Nc3ccccc3F)s2)c1C	i
38	CC(/C=C/c1cccc([N+](=O)[O-])c1)=N/NC(=O)c1cccnc1	1.0
39	CCOc1ccc(CNC(=O)c2ccc(Sc3ccc(Cl)cc3)c(NC(C)=O)c2)cc1	6.3
40	CC(=O)c1c(C)[nH]c(C(=O)CSc2nnc3ccccn23)c1C	0.3
41	C/C(=C\C(=O)OCC(=O)NCc1ccccc1)C(=O)OCC(=O)NCc1ccccc1	i
42	CC(NC(=O)COC(=O)CCc1ccc(S(=O)(=O)N2CCOCC2)cc1)C1CC2CCC1C2 (stereo not drawn)	0.4
43	CCOc1ccc(C(=O)N/N=C(/C)C2C(=O)c3ccccc3C2=O)cc1	i
44	O=[N+]([O-])c1ccc2nc(-c3ccccc3)[nH]c2c1	i
45	CCSc1ccc([C@@H]2[C@@H]3C(=O)N(C)C(=O)[C@@H]3[C@]3(C(=O)OC)CCCCN23)cc1	i
46	COc1cccc(/C=C(/C#N)c2ccc(F)cc2)c1OCc1cccc(C(=O)O)c1	i
47	COc1cc2cc(CCOC(=O)c3ccco3)oc(=O)c2cc1OC	0.3
48	O=C(CSc1ncn[nH]1)Nc1ccc2c(c1)CCC2	i

Going on with the list.
entry	SMILES	Dengue virus CPE
49	O=C(c1ccc(N2C(=O)C3C4c5ccccc5C(c5ccccc54)C3C2=O)cc1)N1CCOCC1 (stereo not drawn)	i
50	CC1Cc2ccccc2N1C(=O)CSc1nnc(-c2ccc(S(=O)(=O)N3CCCC3)cc2)n1C (stereo not drawn)	0.1
51	Cc1[nH]nc2c1C(c1cc(Br)cs1)C(C#N)=C(N)O2 (stereo not drawn)	2.7
52	CCOC(=O)N/N=C/c1ccc(F)cc1F	1.6
53	COc1ccc(CCNC(=O)c2ccc(CN3CCC(Cc4ccccc4)CC3)cc2)cc1OC	0.2
54	CC1CC(C)CN(C(=O)C(NS(=O)(=O)c2ccc(Br)s2)c2ccccc2)C1 (stereo not drawn)	25*
55	Cc1ccc(C(=O)NC(c2ccccc2)C(Cl)Cl)cc1 (stereo not drawn)	1.8
56	Cc1cc(C)n2nc(SCC(=O)N3CCc4ccccc43)nc2n1	0.5
57	Cc1ccc(-c2csc(NC(=O)CSc3nc4ccccc4o3)n2)cc1	i
58	O=c1cc(/C=C/c2c(F)cccc2Cl)[nH]c2ccccc12	4.6
59	Cc1cc(C)n(-c2ccc(C(=O)OCC(=O)NC(c3ccccc3)c3ccccc3)cc2)n1	2.7
60	COc1ccccc1CNC(=O)c1cc(-c2ccccc2)nn1CC1CC(c2cccnc2)=NO1 (stereo not drawn)	i

Carrying on.
entry	SMILES	Dengue virus CPE
61	O=C1CC(c2ccc(Cl)cc2)SC(N(c2ccccc2)c2ccccc2)=N1 (stereo not drawn)	24*
62	COc1ccc(NC(=O)/C(C#N)=C\C=C\c2ccco2)cc1	0.8
63	O=C(NNc1ccccc1Br)C(=O)n1ccc2ccccc21	0.0
64	Cc1cc(-c2n[nH]c(=S)n2CC(C)C)cs1	0.8
65	CCCCCC(=O)NC(=S)NNC(=O)c1ccc([N+](=O)[O-])cc1	3.1
66	Cc1nn(CCC(N)=O)c2nc(-c3cccs3)cc(C(F)(F)F)c12	i
67	CCN(CC)S(=O)(=O)c1cnccc1N1CCN(c2cccc(Cl)c2)CC1	4.9
68	Cc1nn(-c2nnc(NC3CCCCC3)nn2)c(C)c1Br	1.3
69	CCC(C)[C@@H](C(=O)NCC1CCC(C(=O)O)CC1)n1nnc2ccccc2c1=O (stereo partly drawn)	0.5
70	CN(Cc1ccccc1)c1ccc(C(=O)O)cc1[N+](=O)[O-]	i
71	CC1CC(=O)N(c2ccc(NCc3ccc(Cl)cc3)c([N+](=O)[O-])c2)C1=O (stereo not drawn)	0.3
72	CC1(C)CC(=O)C=C(c2cccc3c2oc2ccccc23)C1	0.1

Quoted from above, nos. 69–72
entry	SMILES	Dengue virus CPE
69	CCC(C)[C@@H](C(=O)NCC1CCC(C(=O)O)CC1)n1nnc2ccccc2c1=O (stereo partly drawn)	0.5
70	CN(Cc1ccccc1)c1ccc(C(=O)O)cc1[N+](=O)[O-]	i
71	CC1CC(=O)N(c2ccc(NCc3ccc(Cl)cc3)c([N+](=O)[O-])c2)C1=O (stereo not drawn)	0.3
72	CC1(C)CC(=O)C=C(c2cccc3c2oc2ccccc23)C1	0.1

Next section:
entry	SMILES	Dengue virus CPE
73	CSc1ccc(/C=C(\NC(=O)c2ccc(C)cc2)C(=O)Nc2cccc(C)c2)cc1	0.6
74	O=C(CSCc1cccc(Br)c1)NC1CC1	i
75	Cc1nn(-c2ccc(F)cc2)c(Cl)c1/C=N/NC(=O)c1cccc(S(=O)(=O)N2CCCC2)c1	1.0
76	Cn1c(SCC(=O)N2c3ccccc3CCc3ccccc32)nnc1-c1cc2ccccc2cc1O	11*
77	CCn1c(NCc2ccccc2NS(=O)(=O)c2ccc(C)cc2)nc2ccccc21	5.8
78	O=C(NC1CCCCC1)C(c1ccc(F)cc1)N(CCc1ccccc1)C(=O)CN1C(=O)c2ccccc2S1(=O)=O (stereo not drawn)	0.0
79	O=C(NCc1ccccn1)c1cc(-c2ccc(Br)cc2)nc2ccccc12	3.9
80	CCOc1ccc(/C=N/NC(=O)CN2CCSCC2)cc1	i
81	O=C(Nc1nnc(-c2ccccc2)o1)c1cccc(N2C(=O)CCC2=O)c1	i
82	COc1cc(Br)cc(C=Nc2cccc(C(F)(F)F)c2)c1O	i
83	Cc1c(C(=O)Nc2ccccc2[N+](=O)[O-])csc1-c1ccccc1	1.8
84	Cc1cccc(OCCCC(=O)Nc2ccc(N(C)C)cc2)c1	0.7

Other results follow.
entry	SMILES	Dengue virus CPE
85	CNS(=O)(=O)c1cnccc1N1CCN(C)CC1	1.9
86	CCOC(=O)COc1ccccc1/C=N/O	0.5
87	COc1cccc(-n2c(SCC(=O)NCc3cccs3)nc3ccccc3c2=O)c1	0.1
88	O=C(NC(=S)NCCSc1ccccc1)c1cccnc1	i
89	O=C(Nc1ccc(Cl)cc1C(=O)NCC1CCCO1)c1ccc(Cl)cc1Cl (stereo not drawn)	i
90	CC(C)(C)CN1C(N)=NC[C@@H]1c1ccccc1	0.7
91	CCCNC(=O)Cc1c(OC)ccc2cc(Br)ccc12	i
92	O=C(NCCCN1CCOCC1)c1onc(CSc2ccccn2)c1C(=O)NCCCN1CCOCC1	i
93	COc1ccc(NC(=S)N2CCC(N(C)CCN3CCOCC3)CC2)cc1	0.4
94	O=C(NC(=S)NCC1CCCO1)c1ccc(Cl)cc1Cl (stereo not drawn)	i
95	COc1ccc(OCC(=O)NC(=S)Nc2ccc(S(=O)(=O)Nc3cc(OC)nc(OC)n3)cc2)cc1	0.2
96	Cn1cc(Br)c(C(=O)Nc2c(F)c(F)c(F)c(F)c2F)n1	0.5

Other compounds.
entry	SMILES	Dengue virus CPE
97	CC1=NN(c2ccccc2)C(=O)/C1=C\c1cc(C)n(-c2ccccc2)c1C	1.6
98	CC(C)(C)OC(=O)C[C@H]1C/C=C\C[C@@H](CC(=O)N(CCO)Cc2ccccc2)C(=O)N[C@@H](c2ccccc2)COC1=O	i
99	OC1(c2ccccc2)CCN(Cc2ccccc2)C2CCCCC21 (stereo not drawn)	7.8
100	Cc1ccc(/C(N)=N/OC(=O)COc2ccc(Cl)c(C)c2)cc1	0.0
101	O=C(CSc1nc2ccccc2s1)Nc1ccc(N2CCOCC2)c(Cl)c1	0.4
102	COc1ccc(NS(=O)(=O)c2cc(NC(=O)c3cnccn3)ccc2N2CCCC2)cc1	i
103	Cc1ccc(S(=O)(=O)c2nnn3c2nc(Nc2cccc(C)c2)c2ccccc23)cc1	i
104	O=C(Nc1ccc([N+](=O)[O-])cn1)c1ccc(Br)o1	i
105	COc1cc(/C=N/NC(=O)/C(=C\c2ccc3c(c2)OCO3)NC(=O)c2ccccc2)ccc1O	3.8
106	NC(=O)C1CCN(c2nc(-c3ccccc3-c3ccccc3)cs2)CC1	1.2
107	Cc1c(NC(=S)NC(NC(=O)CC(C)C)C(Cl)(Cl)Cl)c(=O)n(-c2ccccc2)n1C (stereo not drawn)	i
108	Cc1cccc(NC(=S)N(CCN(C)C)Cc2cc3cc(C)cc(C)c3[nH]c2=O)c1	i

(cont.)
entry	SMILES	Dengue virus CPE
109	CCOC(=O)C1=C(O)/C(=C/c2ccc(OCC(=O)O)c(OCC)c2)SC1=Nc1ccc(OC)cc1	0.6
110	O=C(COC(=O)CNS(=O)(=O)c1ccc2ccccc2c1)Nc1ccccc1Sc1ccccc1	i
111	CCOC(=O)c1c(NC(=O)c2ccccc2N(C)S(=O)(=O)c2ccccc2)sc2c1CCCC2	0.2
112	COc1cccc(-c2nn[nH]n2)c1O	i
113	COc1ccc(Nc2nc(-c3cccs3)nc3ccccc23)c(OC)c1	3.2
114	Cc1cccc(C)c1-n1c(C)cc(/C=N\NC(=O)CC(=O)NC2CCCCC2)c1C	0.2
115	Cc1ccc(S(=O)(=O)N(C)/N=C/C=C/c2ccccc2)cc1	i
116	S=c1[nH]nc(-c2ccco2)n1/N=C/c1cccs1	0.2
117	COc1ccc(CCN2C(=O)CC(NNC(=O)c3ccccc3Br)C2=O)cc1OC (stereo not drawn)	1.8
118	Cc1ccc(-c2n[nH]c(=S)n2/N=C/c2ccc(C)o2)cc1	i
119	CC(C)c1ccc(C(=O)NCCCN2CCN(CCCNC(=O)c3ccc(C(C)C)cc3)CC2)cc1	i
120	N#Cc1ccccc1NC(=O)c1cccc(COc2ccc(Cl)cc2Cl)c1	2.1

In a second layout: 4 of the compounds above.
27: COc1ccc(OC2C(=O)N(c3cc(C)ccc3C)C2c2ccc(OC)c(OC)c2)cc1 (stereo not drawn)
  Dengue virus CPE: 1.8
28: COc1cc(NC(=O)COC(=O)/C=C/c2ccccc2Cl)cc(OC)c1
  Dengue virus CPE: 22*
29: NCCCC[C@@H]1NC(=O)[C@H](CCC(=O)O)NC(=O)c2cc([N+](=O)[O-])cc(I)c2NCC[C@@H](C(N)=O)NC1=O
  Dengue virus CPE: i
30: CCOC(=O)C(=O)NC(C)CCc1ccccc1 (stereo not drawn)
  Dengue virus CPE: 0.9

(next part)
entry	SMILES	Dengue virus CPE
121	CCNC(=O)COc1cccc(C(=O)NCc2ccccc2)c1	2.1
122	COc1ccc(CCN2C(=O)CC(NNC(=O)c3ccccc3Br)C2=O)cc1 (stereo not drawn)	i
123	O=C(CSc1ccccc1)Nc1cc(Cl)ccc1Oc1ccccc1	3.5
124	O=S(=O)(c1ccccc1)c1nc(Nc2cccc(O)c2)sc1Cl	2.3
125	c1ccc2c(c1)CCN(c1nc(CN3CCOCC3)nc3sc4c(c13)CCCC4)C2	7.3

The list is partial, so the mix of outcomes need not match the whole.
